BRCA1 expr up: BRCA1 expression activation; 380,000 tested, 1.1% active; Potency, µM (titrated, usually from 46.1 µM), inactives show top-dose activation, usual class: activators; MCF7-BRCA1-FFLuc reporter, luminescence, 48 h; response scale: scaled: vehicle 0%, 10 µM genistein 100%; active means well fitted activation curve with a large enough effect; further: nearly all actives have a fitted effect of over 80% in size; some results filed as inactive show a strong effect at the top dose
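Reporter cells (MCF7, BRCA1 promoter-firefly luciferase) received library compounds across a concentration series for 48 h. End-point luminescence was measured and concentration-effect curves derived after normalization.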
The depositor's hits bear a star. Potency means the concentration at half of the fitted maximal effect. Some of the compounds tested (hit frequency here may not be typical).

SMILES	BRCA1 expr up
COc1ccc(CN2C[C@@H](CO)O[C@@H](n3cnc4c(NC5CCC5)ncnc43)C2)cc1	8%
CCN(CC)c1ccc(C2C(C(N)=O)=C(C)Nc3nc(SCc4ccccc4)nn32)cc1 (configuration not stated)	-19%
C(=Nc1ccc(/C=C/c2ccnc3ccccc23)cc1)c1cccs1	1%
CC1=C(C(=O)N2CCCCCC2)CC(CC(=O)NCCc2ccccn2)C(=O)N1Cc1ccc(C(C)(C)C)cc1 (configuration not stated)	-6%
COc1ccc(NC(=O)[C@@H](c2ccccc2)N2Cc3ccccc3C2=O)cc1OC	-8%
Cc1ccc(-c2cc(C(=O)Oc3ccc(C#N)cc3)no2)cc1C	-11%
Cc1ccccc1-c1nc(CS(=O)(=O)CC(=O)Nc2c(C)cccc2C)c(C)o1	-17%
COCCCNC(=O)c1ccc(Cn2c(=O)c3ccccc3n(CC(=O)Nc3ccc(C)cc3C)c2=O)cc1	-10%
COc1ccc(-c2ccc(N3C(c4ccsc4)=Cc4ccc(F)cc4C3c3c[nH]c4ccccc34)cc2)cc1 (configuration not stated)	-35%
CCOc1ccc(CCNC(=O)Cn2c(C)c3cnn(-c4ccccc4)c(=O)c3c2C)cc1	17%
CC(C)c1cccc(C(C)C)c1NS(=O)(=O)c1cccs1	-12%
CC(=NNC(=O)c1ccccc1N)c1ccccc1O	-27%
Cc1cccc(NC(=O)CCCCCn2c(=O)[nH]c3ccsc3c2=O)c1	5%
COCCCNC(=O)c1cccc2c(-c3ccc(O)c(OC)c3)coc12	-35%
CC1(C(=O)NS(=O)(=O)c2ccc(F)cc2F)CCN1C(=O)c1cccc(F)c1 (configuration not stated)	11%
O=C(Nc1ccc(Cl)cc1)C1Cc2c(-c3ccc4c(c3)OCO4)ccnc2O1 (configuration not stated)	-35%
CC(C)(C)n1nnnc1C(c1ccccc1)N1CCN(c2ccccn2)CC1 (configuration not stated)	3%
O=C(NCc1cccc(F)c1)Nc1nnc([C@H]2C[C@H](O)[C@@H](CO)O2)s1	19%
Cn1c(=O)c2c(-c3ccccc3)n(-c3cc(C(=O)O)ccc3O)cc2n(C)c1=O	12%
COc1ccc(OC)c(NC(=O)C2(C)CCN2Cc2ccsc2)c1 (configuration not stated)	-7%
O=C(O)CCN(CCC(=O)O)c1ccc(/C=C/c2ccnc3ccccc23)cc1	-6%
CC(=O)Nc1cccc(-c2ccnc3c2CC(C)(C(=O)NCc2ccc(F)c(F)c2)O3)c1 (configuration not stated)	-26%
O=C(NCc1ccc(F)cc1)c1cc(C2CCCN(C(=O)c3cccs3)C2)on1 (configuration not stated)	4%
Cc1ccc(NC(=O)Cn2c(=O)n(-c3ccc(CC(=O)NCC4CCCO4)cc3)c(=O)c3ccccc32)cc1 (configuration not stated)	1%

Shown as a markdown table: entries from further up.
| Molecule | BRCA1 expr up |
| --- | --- |
| COCCCNC(=O)c1ccc(Cn2c(=O)c3ccccc3n(CC(=O)Nc3ccc(C)cc3C)c2=O)cc1 | -10% |
| COc1ccc(-c2ccc(N3C(c4ccsc4)=Cc4ccc(F)cc4C3c3c[nH]c4ccccc34)cc2)cc1 (configuration not stated) | -35% |
| CCOc1ccc(CCNC(=O)Cn2c(C)c3cnn(-c4ccccc4)c(=O)c3c2C)cc1 | 17% |
| CC(C)c1cccc(C(C)C)c1NS(=O)(=O)c1cccs1 | -12% |
| CC(=NNC(=O)c1ccccc1N)c1ccccc1O | -27% |
| Cc1cccc(NC(=O)CCCCCn2c(=O)[nH]c3ccsc3c2=O)c1 | 5% |
| COCCCNC(=O)c1cccc2c(-c3ccc(O)c(OC)c3)coc12 | -35% |
| CC1(C(=O)NS(=O)(=O)c2ccc(F)cc2F)CCN1C(=O)c1cccc(F)c1 (configuration not stated) | 11% |
| O=C(Nc1ccc(Cl)cc1)C1Cc2c(-c3ccc4c(c3)OCO4)ccnc2O1 (configuration not stated) | -35% |
| CC(C)(C)n1nnnc1C(c1ccccc1)N1CCN(c2ccccn2)CC1 (configuration not stated) | 3% |
| O=C(NCc1cccc(F)c1)Nc1nnc([C@H]2C[C@H](O)[C@@H](CO)O2)s1 | 19% |
| Cn1c(=O)c2c(-c3ccccc3)n(-c3cc(C(=O)O)ccc3O)cc2n(C)c1=O | 12% |
| COc1ccc(OC)c(NC(=O)C2(C)CCN2Cc2ccsc2)c1 (configuration not stated) | -7% |
| O=C(O)CCN(CCC(=O)O)c1ccc(/C=C/c2ccnc3ccccc23)cc1 | -6% |

(cont.)
SMILES	BRCA1 expr up
O=S1(=O)CC(N2CCCC2)CN1Cc1ccc(F)cc1 (configuration not stated)	1%
O=C(O)/C=C/c1ccc2ccccc2c1	4%
COc1cccc(CNCc2c(C(=O)O)n(Cc3ccc(C)cc3)c3cc(C)ccc23)c1OC	4%
COc1ccc(OC)c(CNC(=O)c2c(C)oc3ncn(C)c(=O)c23)c1	0%
COC(=O)c1ccc2nc(-c3ccc(Cl)cc3)c(CC3CCCCC3)n2c1	13%
COC(=O)[C@]12CCCCC=C1N(Cc1ccco1)C(=O)[C@H](CC(=O)NCc1ccc(C)o1)C2	-1%
COc1ccc(CNC(=O)CSc2ncc3c(n2)-c2ccc(Cl)cc2N(Cc2ccccc2)S3(=O)=O)cc1	-6%
CCOC(=O)Cn1c(=O)n(C2CCCCC2)c2nc(-c3ccc(OC)cc3)nc(C(N)=O)c21	-7%
CC(=O)Nc1ccc(NC(=O)c2cc(-c3ccc(F)cc3C)n[nH]2)cc1	0%
CCCCc1c(-c2ccc(F)cc2F)ncn1CCc1ccccc1OC	-31%
CCCCNC(=O)C1(C)CCN1C(=O)c1cccc2c1OCCO2 (configuration not stated)	0%
Cc1cc(NC(=O)CS(=O)c2cn(Cc3cccc(Cl)c3)c3ccccc23)no1 (configuration not stated)	0%
COc1ccc(-c2noc(CSc3nc(C)cc(=O)[nH]3)n2)cc1OC	6%
COc1ccc(N2C(=O)CSC23C(=O)N(CC(=O)Nc2ccccc2F)c2ccccc23)cc1 (configuration not stated)	-7%
O=C(OCc1ccco1)c1ccc2c(c1)N(Cc1ccc([N+](=O)[O-])cc1)C(=O)c1ccccc1S2	-2%
COc1c(C)cc(C(O)c2ncc(-c3ccccc3C)[nH]2)cc1C (configuration not stated)	-20%
CCc1nc2c(OCC(N)=O)cccn2c1N(C)C(=O)c1cccs1	-10%
CCc1nc2cc(NC(=O)C3(C)CCCN(C(C)=O)C3)ccc2o1 (configuration not stated)	14%
O=C(COc1ccccc1CNC[C@H]1O[C@@H](n2ccc(=O)[nH]c2=O)[C@H](O)[C@@H]1O)N1CCCCC1	46%
COc1cccc(Cn2c(=O)n(Cc3ccccc3)c(=O)c3c2c2cc(OC)ccc2n3C)c1	0%
CC(C)NC(=O)C1(C)CCN1Cc1cccc(C#N)c1 (configuration not stated)	11%
COc1cccc(C(N)c2nc(-c3cc(F)cc(F)c3)cs2)c1 (configuration not stated)	-32%
CCc1ccc(/C=C(/C#N)c2nc(-c3ccc(C)cc3)cs2)cc1	0%
COc1ccccc1C(=O)OCc1cc(=O)n2nc(C3CCCCC3)sc2n1	0%
O=C(Nc1ccc(Cl)c(C(F)(F)F)c1)C1Cc2c(-c3ccc4c(c3)OCO4)ccnc2O1 (configuration not stated)	-32%
NCCCN(Cc1ccccc1)c1ccc(Br)cn1	2%
CC1(C(=O)Nc2cccc(C(F)(F)F)c2)Cc2c(-c3ccc4c(c3)OCO4)ccnc2O1 (configuration not stated)	-49%
CC(C)CN1CCC1(C)C(=O)Nc1ccc(OC(F)F)cc1 (configuration not stated)	-4%
COCCCn1cc(CN2CC(N3CCN(Cc4cccc(C)c4)CC3)CS2(=O)=O)nn1 (configuration not stated)	0%
CCOc1ccccc1C1CC(=O)Nc2c1c(=O)n(C)c1ncnn21 (configuration not stated)	-5%
O=C(CN1CCSc2ccccc21)NCc1ccccc1F	26%
COc1cccc(C(=O)N(Cc2ccco2)c2ccccn2)c1	26%
CCOC(=O)[C@]12CCC=C1N(Cc1ccccc1)C(=O)[C@H](CC(=O)N1CCOCC1)C2	0%
CCCCc1c(-c2ccccc2F)ncn1CCc1ccccc1OC	-33%
COc1ccccc1NC(=O)CSc1ncc2c(n1)-c1cc(Cl)ccc1N(Cc1ccccc1)S2(=O)=O	-11%
COc1ccc(OCC(=O)N2CCN(C(=O)c3cccc(OC)c3OC)CC2)cc1	9%

Part of the list above, with bars between the fields.
SMILES | BRCA1 expr up
O=C(CN1CCSc2ccccc21)NCc1ccccc1F | 26%
COc1cccc(C(=O)N(Cc2ccco2)c2ccccn2)c1 | 26%

Next section:
SMILES	BRCA1 expr up
Cc1ccc(NC(=O)C2CCCN(S(=O)(=O)c3c(C)n[nH]c3C)C2)cc1C (configuration not stated)	-18%
Cc1ccc(CCNC(=O)C2CCCN(S(=O)(=O)c3ccc4c(c3)oc(=O)n4C)C2)cc1 (configuration not stated)	5%
OC(Cc1ccc2ccccc2n1)c1ccccc1 (configuration not stated)	54%
NC(CCc1ccccc1)c1csc(Nc2ccc(C(=O)NCCCO)cn2)n1 (configuration not stated)	11%
CN(C)[C@H]1CCN([C@H]2CS(=O)(=O)N[C@@H]2COCc2ccccc2)C1	17%
COc1ccccc1NC(=O)C1=C(C)Nc2nnnn2C1c1ccc(C(F)(F)F)cc1 (configuration not stated)	-14%
COc1ccccc1-c1csc(C(O)c2ccc(F)c(F)c2)n1 (configuration not stated)	0%
COc1cccc(-n2c(SCC(=O)Nc3cccc(C)c3)nc3c([nH]c4ccccc43)c2=O)c1	-46%
CC(C)COc1ccc(Nc2ncnc3ccc(Br)cc23)cc1	7%
CCc1nc2ccc(C(=O)Nc3cc(-c4ccccc4)ccc3OC)cn2c1N(C)Cc1ccc(Cl)cc1	-51%
CC(C)C(=O)N1CCCC1(C)C(=O)Nc1ccccc1 (configuration not stated)	-5%
CCN(Cc1ccccc1)C(=O)Cn1c(=O)n(-c2cccc(C)c2)c(=O)c2c1c1cc(C)ccc1n2C	-6%
Cc1ccc(CNC(=O)CSc2ncc(S(=O)(=O)c3ccc(C)c(Cl)c3)c(=O)[nH]2)cc1	4%
COc1ccc(C(C)=O)cc1CN1C(=O)C(C)ON=C1c1cccc(C(F)(F)F)c1 (configuration not stated)	9%
CN(C)CCCNc1cc(N2CCN(C)CC2)ncn1	5%
COc1ccccc1CNc1nc(NCCOc2ccccc2Cl)c2sccc2n1	-59%
CCOC(=O)[C@]12CCC=C1N(Cc1cccc3ccccc13)C(=O)[C@H](CC(=O)NCc1cccs1)C2	-24%
CCOC(=O)c1c(NC(=O)COc2ccccc2)sc(C(C)=O)c1C	9%
Cc1ccc(Nc2c(-c3ccc(N4CCOCC4)cc3)nc3cccc(C)n23)cc1	13%
CN(C)CCNC(=O)c1ccc(-c2cnn(C)c2)c2ccoc12	17%
O=C(Cc1ccc(Cl)cc1)NC1CC(=O)N(c2ccc3c(c2)OCCO3)C1 (configuration not stated)	0%
COc1ccc(Cl)cc1NC(=O)CSc1nc(=O)n(Cc2ccco2)c2c1CCC2	0%
C#CCSc1nc2ccccc2c(=O)n1CC=C	20%
COc1cccc(CNc2nccn(-c3ccc(OC)c(OC)c3)c2=O)c1	0%
COCCNC(=O)c1cc2c(c(-c3cccc(-c4cc5ccccc5o4)c3)n1)[C@H](CCO)N(S(=O)C(C)(C)C)C2 (some centres not stated)	-10%
COc1ccc(S(=O)(=O)N(CC(=O)Nc2cc(C)cc(C)c2)c2ccc(Cl)cc2)cc1	3%
O=C1NC[C@H](CCCCN2CCN(CCC3CCCCC3)C(=O)C2=O)N(CC2CCCCC2)C1=O	0%
COc1ccc(-c2cc3c(c4c2ccn4C)C2CCC3C2)cn1 (configuration not stated)	12%
CCOC(=O)[C@]12CCCC=C1N(Cc1cccc3ccccc13)C(=O)[C@H](CC(=O)NCC13CC4CC(CC(C4)C1)C3)C2	-13%
O=C1CCCCC(=O)[C@H](O)C[C@H](c2ccccc2)O1	8%
Cc1cc(C)cc(-n2ccnc2SCC(=O)Nc2ccccc2F)c1	-4%
COC(=O)[C@]12CCCCC=C1N(Cc1ccc(Cl)cc1Cl)C(=O)[C@H](CC(=O)N1CCN(C(=O)C3CC3)CC1)C2	3%
CCCC[n+]1c(/C=C/c2ccc(N(C)C)cc2)sc2ccccc21	-21%
Cn1cc(-c2csc(C(O)c3ccc(F)c(F)c3)n2)cn1 (configuration not stated)	17%
Cc1ccc2c(c1)C1(SC(C)C(=O)N1c1ccc(Cl)cc1)C(=O)N2 (configuration not stated)	-5%
CCOc1ccccc1NC(=O)Cn1c(=O)n(Cc2ccc(C(=O)NCCCOC)cc2)c(=O)c2ccccc21	-11%
CN(C)c1cccc(CNC(=O)c2ccc3nc([C@H]4C[C@H](O)[C@@H](CO)O4)[nH]c3c2)c1	20%
CCc1cccc(NC(=O)Cn2c(=O)n(-c3ccccc3C)c(=O)c3c2c2cc(C)ccc2n3C)c1	2%
CC1(Cc2ccccc2F)C(=O)Nc2c(Cl)ccc(Cl)c21 (configuration not stated)	-7%
CC1(C(=O)NS(=O)(=O)c2cccc(F)c2)CCN1C(=O)Cc1ccccc1 (configuration not stated)	1%
Cc1ccc(F)c(S(=O)(=O)NC(=O)C2(C)CCN2C(=O)Cc2ccc(-c3ccccc3)cc2)c1 (configuration not stated)	1%
COc1ccccc1Cc1c(C(C)(C)C)nc2cc(C)c(Br)c(C)n12	-28%
CCN(CC)c1ncnc2c1ncn2[C@H]1CN(Cc2ccc(F)cc2)C[C@@H](CO)O1	2%
O=C(Nc1ccc(S(=O)(=O)Nc2ncccn2)cc1)c1cccc(Cl)c1	11%
COc1ccc(B(O)O)cc1	1%
Cc1ccc(NC(=O)Cn2c(=O)n(-c3ccccc3)c(=O)c3c4c(sc32)CCCC4)cc1	3%
CCc1ccc2oc(C(=O)N(Cc3cccc(Cl)c3)Cc3ccco3)c(C)c2c1	7%
COCCN1C(=O)CCC1(C)C(=O)Nc1c(C)cccc1C (configuration not stated)	13%
CCCNC(=O)C1(C)CCN(Cc2csc(-c3ccc(Cl)cc3)n2)C1 (configuration not stated)	0%

Screening results deposited in PubChem by National Center for Advancing Translational Sciences (NCATS).
